# Bioassay records as filed in PubChem.
# ALOX12 inh = inhibitors of human 12S-lipoxygenase ALOX12 | Potency, µM (highest dose often 108 µM), for inactives: top-dose activity change, negative = inhibition, actives largely listed as inhibitors | purified 12hLO, xylenol orange hydroperoxide absorbance | 580,000 tested, 1.1% active | AID 1671190 | P18054; also: potency is read from the fitted curve at half-maximal effect; % is scaled to controls: 0 for no effect and ±100 for the full control effect
#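 Hydroperoxide product was detected by ferrous iron/xylenol orange as the 573 to 405 nm absorbance ratio. Arachidonic acid at 40 uM (final) was turned over for 30 min at room temperature by 150 nM human 12hLO, pH 7.0 Hepes buffer, after 15 min compound preincubation.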
# GLS inh = inhibitors of human glutaminase (GLS); AID 624170; 410,000 tested, 0.21% active; Potency, µM (doses to about 45.5 µM), for the others: top-dose activity change, negative = inhibition, usual class: inhibitors; O94925; GLS enzymatic activity, qHTS titration; also: potency is read from the fitted curve at half-maximal effect; % is scaled to controls: 0 for no effect and ±100 for the full control effect
#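 Compounds were pin-transferred onto hKGA, after which L-glutamine (1 mM solution) and a detection mix of glutamate oxidase, HRP and Amplex Red were added. Initial and 30 min RT fluorescence reads were collected.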
# PI4K2A inh = PI4K2A (human) kinase inhibition; Q9BTU6; purified PI4K2A, ADP-Glo luminescence, 1 h; active compounds read low; activity change, negative = inhibition, % at 76.9 µM; 420,000 tested, 0.13% active; in the data active = activity change below about -50%; inconclusive = mostly about -30% to -49%;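 also: -100% = wells without enzyme as full effect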
# Target sequence (Q9BTU6 whole entry, looked up): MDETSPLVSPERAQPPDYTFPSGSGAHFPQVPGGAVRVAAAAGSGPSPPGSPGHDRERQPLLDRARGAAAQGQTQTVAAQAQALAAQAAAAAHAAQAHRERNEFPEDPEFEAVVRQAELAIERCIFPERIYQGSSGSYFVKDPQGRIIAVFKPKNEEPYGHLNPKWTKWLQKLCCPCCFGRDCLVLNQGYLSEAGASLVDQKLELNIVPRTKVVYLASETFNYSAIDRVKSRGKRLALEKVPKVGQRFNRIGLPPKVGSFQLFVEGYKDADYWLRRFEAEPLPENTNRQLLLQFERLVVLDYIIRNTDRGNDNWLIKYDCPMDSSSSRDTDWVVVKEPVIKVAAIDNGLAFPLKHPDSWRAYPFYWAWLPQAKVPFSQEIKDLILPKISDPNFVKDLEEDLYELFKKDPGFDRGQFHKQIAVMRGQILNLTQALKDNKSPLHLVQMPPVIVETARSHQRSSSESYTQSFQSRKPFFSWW
#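 Compounds are screened against recombinant PI4K2A using PI as substrate and ATP, the latter dispensed at 300 microM. Reactions run one hour at ambient temperature before ADP-Glo detection; full inhibition defined by wells lacking enzyme.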
# HP1b binding inh = HP1-beta chromodomain-methylated histone interaction inhibition. 390,000 tested, 0.56% active. Potency, µM (series often up to 114 µM), without a hit: at the top dose activity change, negative = inhibition, usual class: inhibitors. AlphaScreen HP1-beta / biotin-H3K9me3 peptide binding; also: potency is read from the fitted curve at half-maximal effect; nearly all actives have a fitted effect of over 70% in size; inactives centre near 23
#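 Compound inhibition of the preformed complex between 50 nM HP1-beta and 50 nM biotinylated H3K9me3 peptide was read by AlphaScreen. Buffer was PBS pH 7.4 with 0.01% Tween-20. Incubations ran 30 min at room temperature, with 10 ug/mL donor/acceptor beads.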
# RGS4 inh = blocks human RGS4-accelerated GTP hydrolysis. Potency, µM (titrated, usually from 114 µM), for inactives: top-dose activity change, negative = inhibition, hits mostly inhibitors. P49798. 390,000 tested, 0.039% active. Transcreener GDP fluorescence polarization, RGS4-accelerated GTP hydrolysis; also: potency is read from the fitted curve at half-maximal effect; % is scaled to controls: 0 for no effect and ±100 for the full control effect; nearly all actives have a fitted effect of over 75% in size; some results filed as inactive show a strong effect at the top dose
#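 MLSMR compounds (23 nl, pin-transferred) preincubated 10 min at room temperature with a 500nM (2x) first reagent, then RGS4 at 900nM (2x) plus Transcreener GDP mix added; fluorescence polarization (620/688 nm) read before and after 90 min at 30 °C.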
# G9a inh = inhibitors of human histone lysine methyltransferase G9a | Q96KQ7 | Potency, µM (doses to about 102 µM), for the others: at the top dose activity, negative = inhibition, usual class: inhibitors | 350,000 tested, 8.8% active | AID 504332 | G9a H3K9 monomethylation, AlphaScreen, 2 h; also: potency is read from the fitted curve at half-maximal effect; % is scaled to controls: 0 for no effect and ±100 for the full control effect; nearly all actives have a fitted effect of over 75% in size
#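 G9a (20 nM) was preincubated 15 min with compound, then reacted 2 h at room temperature with 500 nM biotin-H3K9 peptide and 20 µM SAM. Monomethyl-H3K9 detected by AlphaScreen using anti-H3K9me1 antibody.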
# BAZ2B block = BAZ2B (human) inhibition | 360,000 tested, 4.4% active | AlphaScreen BAZ2B-H3K14Ac peptide displacement | Potency, µM (titrated, usually from 114 µM), inactives show at the top dose activity change, negative = inhibition, most hits filed as inhibitors | Q9UIF8 | AID 504333; also: potency is read from the fitted curve at half-maximal effect; % is scaled to controls: 0 for no effect and ±100 for the full control effect; nearly all actives have a fitted effect of over 60% in size
#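 Protein-peptide AlphaScreen: BAZ2B 50 nM, b-H3K14Ac 50 nM, 1x PBS pH 7.4 + 0.01% Tween-20. Preincubation 30 min RT; cpd 30 min RT (top 110 uM); beads 20 min RT, light-protected.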
# ERG Ets-DNA blk = inhibitors of human ERG Ets domain-DNA interaction. P11308. fluorescence polarization, His-ERG Ets domain / labelled DNA. Potency, µM (highest dose often 76.9 µM), for inactives: top-dose FP activity, negative = inhibition, hits mostly inhibitors. 370,000 tested, 0.028% active. AID 624246; active = well fitted inhibition curve with a large enough effect in the polarisation, with a control signal flat; inconclusive = small, poorly fitted or top-dose-only effect, or effect the other way, or a change in a side signal; inactive = no such curve, though single readings can be large or run the other way; the % refers to the polarisation;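 also: polarization taken with two DNA probes labelled with fluorescein and Texas red; potency is read from the fitted curve at half-maximal effect; % of control where 0% means no effect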
# Target sequence (P11308 whole entry, looked up, the tested form may be a part): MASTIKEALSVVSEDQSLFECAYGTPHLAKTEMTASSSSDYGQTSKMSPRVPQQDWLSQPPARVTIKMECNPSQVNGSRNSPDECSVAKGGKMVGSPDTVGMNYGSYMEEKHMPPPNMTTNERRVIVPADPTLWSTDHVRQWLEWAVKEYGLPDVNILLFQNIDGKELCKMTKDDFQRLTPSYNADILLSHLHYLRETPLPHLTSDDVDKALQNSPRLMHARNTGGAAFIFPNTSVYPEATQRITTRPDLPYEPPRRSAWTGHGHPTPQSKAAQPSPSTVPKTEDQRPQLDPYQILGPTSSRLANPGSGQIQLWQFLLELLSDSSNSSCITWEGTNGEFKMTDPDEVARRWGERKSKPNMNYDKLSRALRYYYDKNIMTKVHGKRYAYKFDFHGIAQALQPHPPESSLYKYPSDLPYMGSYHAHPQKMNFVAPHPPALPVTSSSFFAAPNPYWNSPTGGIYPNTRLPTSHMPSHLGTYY
#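 His-tagged ERG Ets domain (1 uM in the protein solution; 300mM KCl, 50mM Tris-HCl, 1mM EDTA, 1mM DTT, pH 7.5) received compound, then a probe mix of 5 nM fluorescein-DNA and 100nM Texas-615-DNA. Fluorescence polarization was read for both dyes.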
# JMJD2A Tudor inh = blocks the human JMJD2A Tudor domain | AlphaScreen JMJD2A-Tudor / H3K4me3 peptide binding | Potency, µM (titrated, usually from 114 µM), for the others: at the top dose activity change, negative = inhibition, actives largely listed as inhibitors | 390,000 tested, 4.4% active | AID 504339; also: potency is read from the fitted curve at half-maximal effect; % is scaled to controls: 0 for no effect and ±100 for the full control effect; nearly all actives have a fitted effect of over 50% in size
# An asterisk follows results filed as active; ? = inconclusive; . = not tested or not shown; & = joins results of further samples; [ ] = remark or other dose. Unless noted, calls follow the shape of the dose curve; as a rule, active = well fitted curve in the direction sought with a large enough effect; inconclusive = small, poorly fitted or top-dose-only effect, or another doubt; inactive = no such curve, though single readings can be large; an effect the other way counts as inactive or inconclusive. Some of the compounds tested, so the mix of outcomes need not match the whole.
SMILES,ALOX12 inh,GLS inh,PI4K2A inh,HP1b binding inh,RGS4 inh,G9a inh,BAZ2B block,ERG Ets-DNA blk,JMJD2A Tudor inh
CCOC(=O)c1cc(OC(=O)c2ccccc2OC)n(-c2ccccc2)n1,?,20%&29%,-2&-1,5%&13%,1%&-5%,14%[59 µM],-22%&-37%,8%&-3%,-24%&-29%
Clc1ccc(CNCCCSc2ncccn2)cc1,-29%,-10%,-7,33%,-27%,.,4%,-3%,-10%
CCN(CC)C(=O)[C@H]1CC(CC(=O)NCc2ccco2)C(=O)N2CCc3c([nH]c4ccc(OC)cc34)[C@]12C (stereo partly specified),-13%,-12%,-5,-4%,31%,.,.,-13%,-27%
CCCC(=O)C1=C(O)C(C(=O)OC)C(C)(C)CC1=NCc1ccccc1 (stereo unspecified),21%,-1%,-5,65%[activator],-31%,16%,0%,13%,-3%
O=C1CCC(C(=O)Nc2cccc(Oc3ccccc3)c2)=NN1,-12%,-1%,0,4%,11%,3%,-15%,15%,-19%
CC(NC(=S)Nc1ccc(OC(F)F)cc1)c1ccc(F)cc1 (stereo unspecified),?,-3%,4,61%[activator],-14%,28%,0%,9%,3%
Cc1ccc(NC(=O)c2cc(S(=O)(=O)NCCc3ccc(Cl)cc3)ccc2F)cc1,?,-10%,5,32%,-4%,6%[59 µM],5%,1%,-6%
O=C(NCc1ccc2c(c1)OCO2)c1cccc(S(=O)(=O)N2CCOCC2)c1,-3%,3%,-11,28%,23%,4%[12.7 µM],-5%,-5%,-5%
O=C(Oc1ccc(N(Cc2cccs2)C2=NS(=O)(=O)c3ccccc32)cc1)c1ccccc1F,-25%,.,10,13%,-2%,-45%[59 µM],?,-2%,-15%
C[C@@H]1CCC[C@]2(O[C@H](CCO)C[C@@H](O)[C@@H]2O)O1,23%,2%,-5,12%,-52%,.,.,4%,?
Cc1cccc(N2CCN(CC(=O)Nc3ccccc3[N+](=O)[O-])CC2)c1C,12%,-1%,7,1%,0%,24%,-5%,-1%,-18%
CCCc1c(OCCCCc2nn[nH]n2)ccc(C(C)=O)c1O,8%,28%&31%,-5&1,41%,-16%,?,-13%&4%,?,0%
Cc1ccccc1NC1=NC2(CCCC2)N=C(N)N1,1%,0%,0,23%,-6%,9%,1%,-11%,-14%
CCOC(=O)c1ccc(-c2ccc(/C=C(\C#N)c3nc4ccc(C)cc4[nH]3)o2)cc1,?,0%,3,25%,0%,12%[59 µM],-5%,-5%,-6%
Cc1cc(/C(=N/O)C(C)(C)NO)ccc1Cl,?,19%,6,-18%,-30%,?,-8%,-5%,20µM*
CCN1N=C(c2cc(Cl)sc2Cl)CSC1=O,?,1%,3,182%,21%,5%[59 µM],99%[activator],-3%,8%[57.1 µM]
CC(C)(C)OC(=O)N1CCCC(C(=O)Nc2cccc(C(=O)NCCCCc3ccccc3)c2)C1 (stereo unspecified),?,-1%,1,10%,2%,.,.,0%,-25%
CCOC(=O)c1ccc(NC(=O)Nc2ncccc2C)cc1,11%,-2%,2,27%,24%,-31%,-1%,-4%,-5%
COc1ccc2c(=O)c3c(=O)n(Cc4ccco4)c(-c4cc(OC)c(OC)c(OC)c4)nc3oc2c1,-21%,13%,-3,23%,27%,?,-5%,-3%,-20%
NC(=O)CCC(NC(=O)c1ccc(Cl)cc1)C(=O)NCCc1ccc2c(c1)OCCO2 (stereo unspecified),14%,-16%,5,20%,-12%,-28%,1%,2%,3%
O=C(O)c1cc(C(F)(F)F)nc2c(C(F)(F)F)cccc12,-9%,11%,2,37%,-5%,-11%[59 µM],-21%,-5%,-17%
O=S1(=O)CC(O)C(NCc2cccnc2)C1 (stereo unspecified),0%,6%,-1,7%,0%,-3%[59 µM],3%,.,-11%
CC(Oc1ccccc1)C(=O)Nc1ccc(C(=O)OCc2cc(=O)n3ccsc3n2)cc1 (stereo unspecified),-10%,2%,-3,1%,18%,11%[59 µM],-14%,-1%,-10%
CCc1ccc(OCC(=O)Nc2ccc(S(=O)(=O)N3CCCC3)cc2)c(Br)c1,14%,-2%,4,34%[activator],-23%,-30%[59 µM],-5%,3%,-5%
CCSC(C)CC1C/C(=N/O)c2c(C)noc2C1 (stereo unspecified),6%,19%,0,9%,-19%,-32%,10%,.,-24%
O=C(NN=Cc1ccc(F)cc1)C1CC1,18%,-2%,-1,-8%,2%,.,.,0%,-15%
O=C(Nc1cccc(S(=O)(=O)N2CCCCC2)c1)C1CC1,1%,-1%,2,31%,12%,-4%[2.33 µM],8%,-4%,-10%
COc1ccc(Nc2ncnc3c2c(-c2ccccc2)cn3-c2ccc(C)c(Cl)c2)cc1OC,-12%,-14%,-6,?,15%,-2%[59 µM],?,1%,?
CN1C(=O)C(O)(CC(=O)c2cccnc2)c2ccccc21 (stereo unspecified),0%&14%,-1%,-1,16%,2%,7%[59 µM],-2%,1%,-13%
CN(C)N=Nc1ccc(S(N)(=O)=O)cc1,4%,-13%,0,17%,-6%,.,8%,0%,6%
Cc1ccc(Oc2cc(NN3CCCCC3)c([N+](=O)[O-])cc2[N+](=O)[O-])c(Cl)c1,-1%,2%,3,?,-11%,?,?,-4%,?
Cc1[nH]c(=O)[nH]c(=O)c1NC(=O)c1sc2nc3c(C)cccc3cc2c1N,-35%,22%,-4,22%,-6%,10µM*,-10%,.,-21%
CCOC(=O)NC1(C(F)(F)F)C(=O)N(Cc2ccccn2)C2=C1C(=O)CC(C)(C)C2 (stereo unspecified),-24%,14%,1,17%,14%,-1%,1%,-5%,-14%
O=C(Cn1c(C(=O)N2CCN(C3CCCC3)CC2)cc2sccc21)c1ccccc1,-15%,1%,-1,1%,-1%,?,-24%,-3%,?
CCOc1ccccc1Nc1nc(-c2sc(NC(=O)c3cccc(Cl)c3)nc2C)cs1,?,12%,-6,?,-46%,40µM*,?,-5%,?
CC1CCN(S(=O)(=O)c2cn(CC(=O)Nc3cccc(C(F)(F)F)c3)c(=O)c3ccccc23)CC1,0%,0%,1,8%,14%,4%[59 µM],-18%,-1%,-27%
CC(C)N(C(=O)CSc1nnc(C2CC2)n1C1CC1)c1ccccc1,6%,16%,-5,13%,26%,50µM*,-8%,-3%,-11%
O=C(NCCCCNC(=O)c1ccccc1Cl)c1ccccc1Cl,?,-2%,-1,45%[activator],-16%,2%,4%,6%,-7%
CC(=O)Oc1ccc2c(C)cc(=O)[nH]c2c1,-9%,20%,12,22%,29%,-11%[59 µM],6%,-7%,2%
c1ccc(Nc2cccc(Nc3ccccc3)c2)cc1,?,22%,5,40µM*,?,16µM*,13µM*,.,32µM*
COc1ccc(NC(=O)c2cc(-c3cccnc3)nc3c(C)c(C)ccc23)c(OC)c1,17%&14%,0%,-3,43%[activator],12%,26%,2%,-23%,-17%
O=C(C1=C(O)C(=O)N(CCN2CCOCC2)C1c1cccs1)c1cc2ccccc2o1 (stereo unspecified),7.1µM*,-6%,1,22%,-16%,.,.,2%,-12%
COc1ccc(CCNC(=O)CCCn2c(=O)[nH]c3cc(OC)c(OC)cc3c2=O)cc1OC,-17%,-10%,-2,19%,5%,-50%[59 µM],5%,-4%,-6%
COc1ccc(C(=O)NC(CCSC)C(=O)N2CCCCCC2)cc1 (stereo unspecified),-4%,-4%,-1,43%[activator],21%,14%,-2%,-2%,-5%
O=C(NNC(=S)Nc1ccc(Br)cc1Cl)c1ccco1,?,3%,-2,35%,-26%,?,2%,.,-6%
CCOC(=O)c1cccc(NC(=O)CCCn2c(=O)c3cccn3c3cccnc32)c1,0%,-14%,4,21%,-1%,?,-16%,-3%,-8%
CCOC(=O)c1ccc(NC(=O)CN2CCc3ccccc3C2)cc1,-23%,9%,1,33%[activator],3%,?,-3%,1%,-24%
COc1ccc(CCC(=O)Nc2cc3c4c(c2)CC(=O)N4CCC3)cc1,-19%,6%,0,10%,-29%,-15%,-7%,5%,-17%
O=C(NCC(=O)N1CCCC(C(F)(F)F)C1)c1cccs1 (stereo unspecified),23%,-1%,2,85%[activator],-15%,.,.,?,2%
COc1ccc(-c2n[nH]c(C)c2-c2ccc(Cl)cc2)c(O)c1OC,5%,-8%,-3,?,-6%,-2%[12.7 µM],-7%,5%,-3%

# Going on with the list:
SMILES,ALOX12 inh,GLS inh,PI4K2A inh,HP1b binding inh,RGS4 inh,G9a inh,BAZ2B block,ERG Ets-DNA blk,JMJD2A Tudor inh
CCC(C(=O)Nc1ccc2[nH]ncc2c1)c1ccccc1 (stereo unspecified),?,-13%,-1,23%,-7%,-19%,-24%,2%,-2%
CS(=O)(=O)CC[C@@H](C(=O)NCCc1ccccc1)N1Cc2ccccc2C1=O,-24%,1%,1,32%[activator],22%,6%[59 µM],-6%,-6%,-5%
COCc1cc(C)nc2sc(C(=O)OC)c(N)c12,11%,9%,3,22%,-10%[56.9 µM],36%[59 µM],14%,-4%,-18%[57.1 µM]
C=C(C)CN(CC)C(=O)Cn1cnc2c(oc3ccccc32)c1=O,?,-5%,-1,41%[activator],-18%,-4%[0.501 µM],-3%,10%,-10%
